# Screening results from PubChem.
# PLK1 PBD block = PLK1 (human) polo-box domain binding inhibition. P53350. Plk1 PBD binding of FITC phosphopeptide, fluorescence polarization. hit rate 2.8% among 360,000. Potency, µM, for the others: max response, negative = inhibition, most hits filed as inhibitors; also: potency is read from the fitted curve at half-maximal effect; series mostly up to about 57 µM; % is scaled to controls: 0 for no effect and ±100 for the full control effect; nearly all actives have a fitted effect of over 65% in size
# Target sequence (P53350 whole entry, looked up, the tested form may be a part): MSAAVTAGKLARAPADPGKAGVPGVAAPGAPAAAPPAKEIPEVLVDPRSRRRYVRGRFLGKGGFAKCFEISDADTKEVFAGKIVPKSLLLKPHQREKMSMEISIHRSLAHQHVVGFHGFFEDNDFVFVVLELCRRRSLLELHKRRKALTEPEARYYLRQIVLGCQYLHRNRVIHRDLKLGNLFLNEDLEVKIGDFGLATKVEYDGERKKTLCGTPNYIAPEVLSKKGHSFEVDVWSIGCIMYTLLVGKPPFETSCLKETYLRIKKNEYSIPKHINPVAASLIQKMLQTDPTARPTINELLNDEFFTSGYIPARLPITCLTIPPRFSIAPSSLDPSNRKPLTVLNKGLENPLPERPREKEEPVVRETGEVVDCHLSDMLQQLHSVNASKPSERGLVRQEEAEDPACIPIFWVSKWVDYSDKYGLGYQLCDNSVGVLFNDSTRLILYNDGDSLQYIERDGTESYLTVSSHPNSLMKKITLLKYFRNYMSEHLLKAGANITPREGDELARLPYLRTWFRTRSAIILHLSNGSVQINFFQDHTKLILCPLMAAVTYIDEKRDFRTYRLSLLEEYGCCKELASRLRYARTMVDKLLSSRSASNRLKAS
# IL2 activator = IL-2 activation; hit rate 0.065% among 360,000; activation, % (series mostly up to about 46 µM); IL-2 activation reporter assay, cell-based qHTS; stimulated with anti-CD3/CD4/CD28 beads; in transgenic mouse T cells; in the data active = activation above about 50%; inconclusive = mostly about 30% to 49%; also: 0% is about no effect
#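 Quantitative HTS in unstimulated transgenic mouse T cells, with memory T cells as non-tolerant control and PMA/ionomycin as tolerance-bypass control. Compound pretreatment lasted 60 minutes before 18 h bead stimulation; EGFP/DsRed fluorescence read.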
# FUS suppressor = rescues growth of FUS-expressing yeast; S. cerevisiae FUS-expressing, growth rescue, OD600, 24 h; Potency, µM (titrated, usually from 76.6 µM), for inactives: at the top dose growth rescue (activation), most hits filed as activators; hit rate 0.24% among 390,000; AID 1347120;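 also: potency is read from the fitted curve at half-maximal effect; plate controls were DMSO vehicle for no effect and reference control for full effect; nearly all actives have a fitted effect of over 55% in size; some results filed as inactive show a strong effect at the top dose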
#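 Absorbance at 600 nm, taken 24hr after compound addition, measured rescue of FUS-yeast growth at 30C. Induction used 2% galactose with seeding at OD 0.005. Controls: CP55940 from 92uM final, DMSO only.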
# Abeta yeast res = compounds reversing amyloid beta toxicity in yeast; yeast expressing A-beta42, growth rescue, OD600, 48 h; response scale: 0% DMSO, 100% iron-clioquinol control; Potency, µM (series often up to 46.1 µM), inactives show top-dose growth rescue, most hits filed as activators; hit rate 0.063% among 410,000; AID 1347071; also: potency is read from the fitted curve at half-maximal effect; nearly all actives have a fitted effect of over 55% in size
#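 Growth rescue measured by 600 nm absorbance after 48 h yeast culture at 30 C with compound. Values normalized between DMSO and an equimolar ferric chloride plus clioquinol control.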
# aSyn rescue = inhibitors of alpha-synuclein toxicity in yeast. Yeast expressing alpha-synuclein, growth rescue, BacTiter-Glo, 24 h. Potency, µM (series often up to 46.1 µM), inactives show at the highest dose growth rescue (activation), hits mostly activators. hit rate 0.14% among 370,000. AID 652106; also: potency is read from the fitted curve at half-maximal effect; % of control where 0% means no effect; nearly all actives have a fitted effect of over 65% in size
#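 Rescue of yeast growth: cells expressing toxic alpha-synuclein, induced in galactose at OD600 0.02, incubated with compound 24 h at 30 C. ATP luminescence quantified growth; inhibitors of toxicity appear as activators.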
# PI5P4Ka inh = PI5P4K alpha (human) kinase inhibition; max response, %; hit rate 1.2% among 330,000; PI5P4Kalpha enzyme, ADP-Glo luminescence, 60 min; stronger effect = lower value; active = max response of -50% or lower; inconclusive = between -30% and -50%; inactive = -30% or higher; also: value at the top dose of about 77 µM; % is scaled to controls: 0 for no effect and ±100 for the full control effect
# Target sequence (P48426 whole entry, looked up): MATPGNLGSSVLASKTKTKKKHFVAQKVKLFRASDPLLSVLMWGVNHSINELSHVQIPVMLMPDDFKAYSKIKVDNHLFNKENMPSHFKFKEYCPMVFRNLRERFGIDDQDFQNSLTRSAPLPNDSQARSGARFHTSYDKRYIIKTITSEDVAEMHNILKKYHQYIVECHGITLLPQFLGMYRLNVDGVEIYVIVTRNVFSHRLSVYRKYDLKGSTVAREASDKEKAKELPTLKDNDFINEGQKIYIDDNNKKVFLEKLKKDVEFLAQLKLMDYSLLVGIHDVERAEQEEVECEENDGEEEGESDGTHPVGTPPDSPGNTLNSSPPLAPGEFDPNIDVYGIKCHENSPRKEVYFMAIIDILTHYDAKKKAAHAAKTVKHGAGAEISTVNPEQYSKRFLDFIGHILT
#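 PI5P4Kalpha ADP-Glo assay; 5 microM ATP final; 60 min RT reaction; HEPES pH 7.4/EGTA/CHAPS, 5% DMSO; controls lacking substrate or enzyme; luminescent end-point.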
# EPAC1 agonist = EPAC1 (human) agonism; EPAC1 agonist qHTS, biochemical assay; response scale: 100% = response to 6.5 mM cAMP; Potency, µM (top dose mostly 154 µM), without a hit: at the highest dose activation, actives largely listed as activators; hit rate 0.073% among 360,000; also: potency is read from the fitted curve at half-maximal effect; nearly all actives have a fitted effect of over 60% in size
#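 Read-out is the fluorescence drop as BODIPY-GDP leaves Rap1B (480 nm excitation, 540 nm emission), recorded every 5 minutes over 30 minutes. Reactions held 100 nM EPAC1, 250 nM Rap1B–BODIPY-GDP and 50 uM GDP, with 6.5 mM cAMP setting full activation.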
# EPAC1 antagonist = antagonists of human EPAC1 | AID 720709 | EPAC1 GEF assay, Rap1b-BODIPY-GDP exchange fluorescence | hit rate 0.14% among 360,000 | O95398 | Potency, µM (titrated, usually from 115 µM), for the others: at the highest dose activity change, negative = inhibition, hits mostly inhibitors;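 also: potency is read from the fitted curve at half-maximal effect; plate controls were vehicle for no effect and positive control for full effect; nearly all actives have a fitted effect of over 50% in size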
# WRN inhibitor = blocks human WRN helicase | WRN helicase unwinding, fluorescent forked duplex, kinetic | Potency, µM (doses to about 114 µM), for inactives: top-dose activity change, negative = inhibition, hits mostly inhibitors | hit rate 0.46% among 360,000; also: potency is read from the fitted curve at half-maximal effect; % is scaled to controls: 0 for no effect and ±100 for the full control effect; nearly all actives have a fitted effect of over 55% in size
#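 Kinetic red-fluorescence monitoring (525/598 nm) tracks WRN helicase activity after 100 nM fluorophore-quencher forked duplex and 2 mM ATP are added to 20 nM enzyme pretreated 15 min at room temperature with compound.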
# Active calls of the source: *; ? = inconclusive; . = not tested or not shown; [ ] = another dose, or the depositor's remark. Unless noted, calls follow the shape of the dose curve; as a rule, active = well fitted curve in the direction sought with a large enough effect; inconclusive = small, poorly fitted or top-dose-only effect, or another doubt; inactive = no such curve, though single readings can be large; an effect the other way counts as inactive or inconclusive.
SMILES,PLK1 PBD block,IL2 activator,FUS suppressor,Abeta yeast res,aSyn rescue,PI5P4Ka inh,EPAC1 agonist,EPAC1 antagonist,WRN inhibitor
Cc1cc(=O)[nH]c(=O)n1Cc1ccccc1,-4%,0.0,-2%,-9%,-7%,-84*,3%,5%,?
CCC(c1nc2ccccc2[nH]1)N(CCCn1ccnc1)C(=O)c1ccc(C(F)(F)F)cc1 (stereo not given),2%,-0.7,-7%,0%,4%,-1,-8%,-3%,-4%
Cc1onc(-c2c(Cl)cccc2Cl)c1NC(=O)N(C)N,3%,0.2,16%,8%,2%,-4,0%,11%,0%
CCN(CC(=O)Nc1cc(Cl)ccc1C)C(=O)CCOc1ccc(C)cc1,-3%,-1.4,28%,17%,2%,11,-4%,7%,-6%
COCc1cc(=O)[nH]c(Nc2nc3ccccc3o2)n1,-6%,-2.1,17%,1%,-15%,-4,-5%,3%,-15%
Nc1ccc(C(=O)N/N=C/c2cn(Cc3ccccc3F)c3ccccc23)cc1,1%,-2.8,9%,5%,0%,2,11%,?,-11%
COc1ccc(NC(=O)CSc2nnc(N)s2)cc1S(=O)(=O)N1CCCCC1,-5%,3.0,-4%,3%,1%,2,7%,-10%,-5%
Cc1ccc(OCc2occc2C(=O)O)cc1,-8%,-3.8,-10%,-8%,5%,-1,-12%,-10%,-10%[57.1 µM]
CCOC(=O)c1c(NC(=O)CCCN2CCOCC2)sc2c1CC(C)(C)OC2,-12%,1.3,18%,3%,-3%,10,18%,3%,3%
CCC(CC)c1nnc(NC(=O)c2cc(C(=O)OC)cc([N+](=O)[O-])c2)s1,9.5µM*,-2.1,24%,-9%,2%,-6,3%,-7%,-9%
Cc1noc(C)c1C(=O)Nc1ccc(C#N)cc1,1%,-2.1,7%,17%,0%,1,-6%,-9%,-5%
COc1ccc(NC(=O)c2cc(C)nc3ccccc23)cc1S(=O)(=O)N1CCOCC1,-8%,-0.5,8%,-1%,-8%,1,7%,-2%,-22%
CC(C)(C)Cc1c(-c2cccc(Cl)c2)nc2ccc(Cl)cn12,-2%,-0.2,-6%,-28%,-14%,-15,2%,11%,4%
Cc1ccccc1N1C(=O)CN(Cc2sccc2C)C1=S,-1%,2.5,.,10%,9%,4,-6%,4%,-5%
Cc1nnc(SCC(=O)NC2CC2)n1-c1ccccc1,-16%,-1.8,-2%,7%,-12%,-3,2%,-12%,0%
Cc1cc(C)nc(N2CCC(C(=O)NCCc3ccc(F)cc3)CC2)n1,-15%,-0.3,.,6%,-4%,2,3%,4%,1%
CCC(=O)N(c1ccc(F)cc1)C1C=CS(=O)(=O)C1 (stereo not given),-2%,-1.2,-8%,11%,1%,.,-2%,15%,1%
CC1C(c2ccccc2)=[N+]([O-])C2(CCCCC2)N1O (stereo not given),-15%,-1.9,-37%,-17%,-1%,-8,-6%,-9%,-2%[57.1 µM]
CCCc1[nH]nc2c1C(c1cc(OC)ccc1F)C(C#N)=C(N)O2 (stereo not given),?,0.7,18%,-8%,3%,.,5%,-10%,-4%
O=C(CNS(=O)(=O)c1ccccc1)N1CCc2ccccc2C1,-24%,0.0,7%,7%,8%,-6,-1%,-8%,-21%
CC(=O)c1ccc(S(=O)(=O)Nc2ccc(-c3ccc4nnc(C)n4n3)cc2)cc1,-16%,-2.4,2%,-9%,0%,?,10%,-20%,-10%[11.6 µM]
Cc1ccccc1NC(=S)NCc1ccc2c(c1)OCO2,-7%,-4.8,.,-15%,2%,6,-1%,-3%,-6%
Cc1c(C)n(CCc2c[nH]c3ccccc23)ccc1=O,-8%,0.0,3%,-11%,18%,-12,1%,3%,-2%
CC(C)NC(=O)c1ccc(COc2ccc(C(C)(C)C)cc2)o1,-6%,-0.3,27%,-14%,-11%,4,-7%,-14%,-7%
COc1ccc(CNc2cccnc2)c(OC)c1OC,10%,-2.6,-5%,-13%,-3%,-6,1%,?,2%[57.1 µM]
CCS(=O)(=O)c1ccc2oc(SCC(=O)NC3CCCC(C)C3C)nc2c1 (stereo not given),?,-0.1,32%,4%,-1%,-7,4%,-5%,0%
CCCN(Cc1nnc(-c2cccs2)o1)C(=O)CN1C(=O)NC2(CCCCC2C)C1=O (stereo not given),-6%,-0.7,4%,4%,-2%,8,2%,-8%,-5%
CC(C)(C)c1cc(C(=O)N/N=C/c2ccccc2O)n(-c2ccccc2)n1,23%,0.6,7%,-11%,?,1,-5%,1%,-9%[57.1 µM]
Cc1ccc(S(=O)(=O)N(C)C)cc1NC(=O)c1cc(-c2ccco2)nc2ccccc12,-14%,-0.8,.,-4%,-3%,-56*,-8%,-26%,?
COc1cc(C)ccc1S(=O)(=O)NC(=O)C1(C)CCN1C(=O)Cc1ccccc1Cl (stereo not given),-2%,-0.3,7%,-7%,0%,-11,11%,-18%,-8%
COc1ccc2c(c1)[nH]c1c(N3CCSCC3)ncnc12,0%,-4.4,2%,1%,2%,0,-2%,0%,-9%
CC(=O)c1cccc(NC(=O)COc2ccc(S(=O)(=O)N3CCCCC3)cc2)c1,-7%,-0.3,14%,6%,2%,10,7%,-19%,-6%
O=C(NN1C(=O)c2ccccc2NC1c1cccnc1)c1ccccc1 (stereo not given),-1%,2.0,-32%,15%,0%,0,10%,12%,-4%
COc1ccc(C)cc1-n1nnnc1SCC(=O)NC1CC1,-6%,-4.4,.,-6%,3%,1,10%,-1%,1%
Cn1c(C(=O)NCCCN2CCN(c3ccc(F)cc3)CC2)cc2c(=O)n(C)c3ccccc3c21,-2%,4.7,-4%,-16%,-4%,1,1%,?,-5%
O=C(Nc1nccs1)c1ccccn1,6%,1.3,-39%,-11%,-1%,0,15%,3%,-1%
N#Cc1ccc(COC(=O)CSc2nnc(N)s2)cc1,-22%,-0.7,.,8%,1%,-11,0%,7%,-1%
CCN1CCN(C(=O)Cn2ncc3c([nH]c4ccccc43)c2=O)CC1,-10%,-0.5,-6%,3%,5%,2,10%,?,-8%
N#Cc1ccc(S(=O)(=O)N2CCN(C(=O)[C@@H]3CCCN3C(=O)c3cccs3)CC2)cc1,4%,-0.7,.,0%,5%,-5,4%,1%,-12%
COc1ccc(-c2cnc(SCCNC(=O)c3ccc4c(c3)OCO4)[nH]2)cc1,-6%,-3.0,11%,8%,0%,-9,7%,4%,-4%
Cc1c(C(=O)N2CCOCC2)[nH]c2c1C(=O)CC(c1ccccc1Cl)C2 (stereo not given),-10%,-3.1,19%,1%,-7%,.,2%,1%,-13%[57.1 µM]
COc1ccc(Cn2c(=O)cc(C)[nH]c2=S)cc1,6%,-1.1,-46%,-3%,1%,-4,-18%,?,9%
CN1C(=O)N(C)C2(c3ccccc3)N(C)C(=O)NC12c1ccccc1 (stereo not given),-8%,-2.1,22%,5%,-1%,2,8%,-10%,8%
Cc1ccc[n+](CC(=O)/C=C2\N(C)c3ccccc3C2(C)C)c1,-2%,-0.3,-17%,15%,4%,5,2%,-1%,10%
COCC(=O)Nc1nnc(-c2cccs2)s1,?,-0.6,12%,2%,-9%,-6,8%,-10%,5%
COc1cc(C(=O)OCC(=O)Nc2ccc3c(c2)OC(F)(F)O3)ccc1OCc1c(C)noc1C,4%,-0.5,21%,18%,1%,5,-1%,-7%,-4%
O=C(COC(=O)/C=C/c1ccc([N+](=O)[O-])cc1)NNC(=O)c1ccccc1,1%,-0.1,0%,-7%,7%,0,-2%,-10%,-14%
Cc1ccccc1CSc1ccc(S(=O)(=O)N2CCCC2)cn1,4%,1.1,9%,-4%,8%,4,13%,-6%,-12%

# A draw from above in order of molar mass, rising:
SMILES,PLK1 PBD block,IL2 activator,FUS suppressor,Abeta yeast res,aSyn rescue,PI5P4Ka inh,EPAC1 agonist,EPAC1 antagonist,WRN inhibitor
Cc1ccccc1CSc1ccc(S(=O)(=O)N2CCCC2)cn1,4%,1.1,9%,-4%,8%,4,13%,-6%,-12%
O=C(COC(=O)/C=C/c1ccc([N+](=O)[O-])cc1)NNC(=O)c1ccccc1,1%,-0.1,0%,-7%,7%,0,-2%,-10%,-14%
N#Cc1ccc(S(=O)(=O)N2CCN(C(=O)[C@@H]3CCCN3C(=O)c3cccs3)CC2)cc1,4%,-0.7,.,0%,5%,-5,4%,1%,-12%

# The list continues:
SMILES,PLK1 PBD block,IL2 activator,FUS suppressor,Abeta yeast res,aSyn rescue,PI5P4Ka inh,EPAC1 agonist,EPAC1 antagonist,WRN inhibitor
O=C(c1cc(-c2ccncc2)nc2ccc(Cl)cc12)N1CCN(C(=O)C2CCCO2)CC1 (stereo not given),-8%,-0.3,17%,4%,8%,-9,4%,-2%,-6%
CCCCNC(=O)c1cn(CC)c2cc(N3CCN(C(=O)c4ccco4)CC3)c(F)cc2c1=O,-7%,-3.7,14%,-6%,2%,-3,7%,-7%,-2%
CCc1cccc(C)c1NC(=O)c1ccc2c(c1)CCN2S(C)(=O)=O,-1%,1.3,9%,-12%,-9%,-1,-1%,-6%,-3%
CC1CCCCC1NC(=O)CCn1c(=O)oc2ccccc21 (stereo not given),3%,0.3,0%,16%,6%,.,-3%,9%,-1%
COC(=O)c1nc2n(n1)C(c1cc(OC)ccc1OC)C(C(=O)OC1CCCCC1)=C(C)N2 (stereo not given),-3%,-0.6,3%,4%,.,1,9%,-4%,-5%
COc1ccc(-c2nnc(SCc3cccnc3)o2)cc1,-10%,-0.7,-1%,16%,8%,2,4%,6%,-11%
O=C(Nc1ccnn1C1CCN(CCCc2ccccc2)CC1)c1cccc(F)c1,0%,-1.6,10%,2%,-7%,7,3%,1%,1%
Brc1ccc(C2=CSC3=NCCN23)cc1,?,4.0,17%,-7%,4%,-5,10%,1%,-1%
C#CCOc1ccc(/C=C2/C(=O)NN(c3ccc(F)cc3)C2=O)cc1OC,12µM*,-2.4,20%,1%,-5%,-8,-12%,2%,-15%
CCCCn1c(N)c(N(CCOC)C(=O)c2cc(-c3ccc(F)cc3)nc3ccccc23)c(=O)[nH]c1=O,-1%,-2.2,34%,-8%,0%,2,-4%,-1%,7%
